Bioassay records as filed in PubChem BioAssay.
HIF activator: HIF pathway transcriptional activation. U2OS HRE-luciferase reporter, luminescence; normalized: DMSO 0%, desferrioxamine 100%. hit rate 0.32% among 300,000. activation, % at 7.5 µM (by protocol);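 active means mean activation of at least 10% of the iron chelator positive control signal, with at least half of replicates also reaching 10%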
TRPC4 inh: TRPC4 (mouse) channel inhibition; HEK293 TRPC4beta/mu-opioid, DAMGO-evoked Fluo4 calcium flux; stronger effect = lower value; hit rate 0.39% among 300,000; B-score at 10 µM; AID 2247; Q9QUQ5;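 active means B-score over 3 SD under the library average, no early fluorescence shift, positive overall ratio signal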
Target sequence (Q9QUQ5 whole entry, looked up): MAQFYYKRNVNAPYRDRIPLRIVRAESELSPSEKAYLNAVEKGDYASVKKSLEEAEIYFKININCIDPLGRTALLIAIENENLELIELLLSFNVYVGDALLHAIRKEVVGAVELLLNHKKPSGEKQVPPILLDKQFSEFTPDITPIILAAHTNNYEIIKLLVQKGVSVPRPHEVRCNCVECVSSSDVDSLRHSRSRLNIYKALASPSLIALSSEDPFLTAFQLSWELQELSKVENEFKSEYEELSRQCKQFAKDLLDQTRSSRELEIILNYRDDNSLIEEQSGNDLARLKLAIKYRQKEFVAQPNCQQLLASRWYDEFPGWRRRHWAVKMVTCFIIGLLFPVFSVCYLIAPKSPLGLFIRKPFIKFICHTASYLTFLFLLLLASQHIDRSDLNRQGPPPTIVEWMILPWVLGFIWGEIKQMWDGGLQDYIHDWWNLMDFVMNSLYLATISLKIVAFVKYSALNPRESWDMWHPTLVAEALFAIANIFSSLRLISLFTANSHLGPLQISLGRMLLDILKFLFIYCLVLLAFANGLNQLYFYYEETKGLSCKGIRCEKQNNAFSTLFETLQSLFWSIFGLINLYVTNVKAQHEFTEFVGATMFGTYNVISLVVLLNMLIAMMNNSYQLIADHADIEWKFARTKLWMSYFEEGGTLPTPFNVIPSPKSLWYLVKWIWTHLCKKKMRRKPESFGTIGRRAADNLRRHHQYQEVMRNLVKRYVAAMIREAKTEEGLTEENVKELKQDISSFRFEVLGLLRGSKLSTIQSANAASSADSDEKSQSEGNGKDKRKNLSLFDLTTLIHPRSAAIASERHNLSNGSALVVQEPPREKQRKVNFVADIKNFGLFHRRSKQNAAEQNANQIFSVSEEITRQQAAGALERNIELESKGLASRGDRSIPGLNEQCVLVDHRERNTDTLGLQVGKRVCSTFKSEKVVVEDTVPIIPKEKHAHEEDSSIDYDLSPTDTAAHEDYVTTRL
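Signal: kinetic Fluo4 fluorescence imaging of calcium influx. Material: stable TRPC4beta/mu-opioid receptor HEK293 cells. Probe or stimulus: DAMGO in two steps, submaximal then maximal.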
Platelet DG rel: modulates dense granule release in human platelets. human platelet-rich plasma, SFLLRN dense granule ATP release, luminescence. inhibition, %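 (compounds screened at 7.5 µM in platelet-rich plasma)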. hit rate 0.22% among 300,000. AID 1663;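 active means mean replicate score, as percent of positive control, at or above 50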
SKKanGAS inh: inhibitors of SKKanGAS S. pyogenes growth in kanamycin (SK-promoter or general growth effect) | hit rate 1.3% among 300,000 | AID 1662 | BacTiter-Glo, 6 h | inhibition, % at 7.5 µM;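 active means mean replicate score, as percent of positive control median, at least 50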;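 further: strain carries kanamycin resistance gene driven by streptokinase promoter and grows in 40 µg/ml kanamycin; loss of luminescence reflects streptokinase promoter inhibition or plain growth inhibition; 0% = median of DMSO wells and 100% = positive control at its reference dose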
RGS4 block: inhibitors of human RGS4; HEK293 M3R/RGS4 inducible, Fluo-4 calcium flux; stronger effect = higher value; triggered by carbachol at its EC20; B-score at 10 µM; hit rate 0.45% among 310,000; AID 463165;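 active means B-score, a plate-corrected calcium signal, over three deviations above library mean, with baseline fluorescence within five deviations of library mean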;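 further: RGS4 expression induced by doxycycline in cells with stable M3 receptor; B-score is computed from the integrated fluorescence ratio over baseline after carbachol; higher B-score means a larger calcium signal and so more RGS4 inhibition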
TRPC6 inhibitor: mouse TRPC6 channel inhibition; Q61143; HEK293-TRPC6, membrane potential dye, ACh-evoked depolarization; stronger effect = lower value; B-score at 10 µM; hit rate 1.1% among 310,000; AID 2553;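 active means B-score under library mean minus 3 SD, initial fluorescence not abnormally high, positive integrated signal ratio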;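 further: B-score derived from integrated fluorescence ratio over the kinetic read; more negative B-score means stronger inhibition of depolarization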
TRPC6 activator: activates the mouse TRPC6 cation channel | Q61143 | HEK293-TRPC6 membrane potential dye fluorescence; stronger effect = higher value | B-score at 10 µM | hit rate 0.13% among 310,000 | AID 2550;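 active means B-score of the integrated fluorescence ratio above library mean plus 3 SD, and starting fluorescence ratio within library mean plus 5 SD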;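 further: higher score means more depolarization so channel activation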
RGS4 act: RGS4 potentiation or activation; B-score at 10 µM; hit rate 0.92% among 310,000; HEK293 M3R/inducible RGS4, carbachol calcium flux Fluo4; stronger effect = lower value; AID 463111;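 active means B-score of the integrated calcium signal more than 4 SD below the library mean, with starting fluorescence not abnormally high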;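 further: negative B-score means reduced calcium response which marks RGS4 activation or potentiation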
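test system = M3R-expressing HEK293 line, RGS4 induced by doxycycline | probe or stimulus = carbachol at ECmax as muscarinic agonist stimulus | timing = dye loading 30 min 37 °C, buffer rest 30 min RT | signal = calcium dye Fluo4 fluorescence | evaluation = B score from integrated fluorescence ratio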
MrgX1 agonist: human MrgX1 receptor agonism, primary screen. Q96LB2. MrgX1-HEK293 cells, Fluo-4 calcium fluorescence, agonist mode; stronger effect = higher value. B-score at 10 µM. hit rate 0.44% among 310,000;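 active means calcium response B-score plate-corrected fluorescence ratio at least 3 library SD, with starting fluorescence B-score inside 5 SD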
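System – MrgX1-expressing HEK293 cells · Incubation – cells plated overnight, dye loaded 0.5 h 37 °C, 0.5 h room temperature · Technique – kinetic Fluo-4 NW fluorescence of intracellular calcium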
MrgX1 allo act: allosterically activates human MrgX1 receptor signaling; Q96LB2; MrgX1-HEK293, Fluo-4 calcium flux, FDSS; stronger effect = higher value; B-score at 10 µM; hit rate 0.63% among 310,000; AID 588675;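 active means plate-corrected calcium response at least 3 library SD above typical, normal starting fluorescence, not activating the receptor alone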;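 further: compound read alongside a low EC10 to EC30 dose of BAM8-22 agonist; peak minus trough fluorescence over baseline measured at the second addition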
MrgX1 antag: human MrgX1 receptor antagonism, primary screen | hit rate 1.3% among 310,000 | Q96LB2 | MRGX1-HEK293 calcium flux, Fluo-4, BAM8-22 antagonism; stronger effect = lower value | B-score at 10 µM;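 active means calcium-response B-score plate-corrected more than 3 library SD below zero, starting fluorescence within 5 deviations, no agonist response on first addition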;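 further: peak minus trough fluorescence over baseline after final BAM8-22 challenge near maximal dose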
Numbers without * were called inactive; i = inactive; . = no result given.

Order of results – HIF activator, TRPC4 inh, Platelet DG rel, SKKanGAS inh, RGS4 block, TRPC6 inhibitor, TRPC6 activator, RGS4 act, MrgX1 agonist, MrgX1 allo act, MrgX1 antag
- CC(=O)Nc1ccc(NC(=O)c2cccc3ccccc23)cc1
 : 0.4, i, 7.0, -21.5, i, i, i, i, i, i, i
- Brc1ccc(OCCCCCN2CCOCC2)cc1
 : 2.3, i, -3.7, -11.7, i, i, i, i, i, i, i
- Cc1c(C)c2cc(Cl)c(OCC(=O)NC3CC(C)(C)NC(C)(C)C3)cc2oc1=O
 : -0.8, i, 4.6, -1.9, i, i, i, i, i, i, i
- O=C(CN1CCC(NC(=O)c2ccccc2F)CC1)Nc1ccc2c(c1)OCO2
 : -0.2, i, 10.0, 6.1, i, i, i, i, i, i, i
- O=C(CN1C(=O)NC2(CCCCC2)C1=O)NCCc1c[nH]c2ccccc12
 : 0.5, i, -1.2, -0.4, i, i, i, i, i, i, i
- Brc1ccc2c(c1)CN1CCCC1=N2
 : -10.3, i, -2.1, 2.0, i, i, i, i, i, i, i
- CCN(CC(=O)Nc1ccccc1C(F)(F)F)C(=O)c1cc(S(=O)(=O)N(C)C)ccc1N1CCCC1
 : -0.2, i, -17.3, -5.6, i, i, i, i, i, i, i
- CC1(C(=O)c2ccccc2)C2c3c(ccc4ccccc34)OC(=O)C21C(=O)N1CCOCC1 (stereo not drawn)
 : 0.0, i, 7.6, 2.5, i, i, i, i, i, i, i
- CNc1c([N+](=O)[O-])cnn1-c1ccccn1
 : 0.0, i, -2.8, 1.7, i, i, i, i, i, i, i
- O=c1[nH]c(C2CCN(S(=O)(=O)c3ccccc3)CC2)nc2c1nnn2Cc1ccc2c(c1)OCCO2
 : 0.3, i, -0.5, 13.8, i, i, i, i, i, i, i
- CCOc1ccc(N(CC(=O)Nc2ccc(OC)cc2)C2=NC3CS(=O)(=O)CC3S2)cc1 (stereo not drawn)
 : -0.3, i, -3.0, -3.3, i, i, i, i, i, i, i
- C#CCOc1ccc(/C=N/O)cc1Cl
 : 0.7, i, 12.3, 2.9, i, i, i, i, i, i, i
- CCCC(=O)NCCc1nc2ccccc2n1CCC
 : 0.1, i, -0.6, 1.7, i, i, i, i, i, i, i
- O=C(c1ccccc1Nc1ccc(SC(F)F)cc1)N1CCCCC1
 : -0.7, i, 11.9, 5.6, i, i, i, i, i, i, i
- CCOc1ccc(NC(=O)CN(C)C(=O)c2ccc(N3CCCCCC3)c([N+](=O)[O-])c2)cc1OCC
 : 0.2, i, 17.0, 2.4, i, i, i, i, i, i, i
- COc1ccccc1NC(=O)CCCn1c(=S)[nH]c2ccccc2c1=O
 : 0.0, i, 0.6, -1.2, i, i, i, i, i, i, i
- COC(=O)c1cc(NC(=O)c2cc(-c3ccc(OC)cc3)oc2C(F)(F)F)ccc1N1CCOCC1
 : 0.6, i, -0.1, 34.0, i, i, i, i, i, i, i
- O=C(NCC(=O)N(c1ccccc1)C(C(=O)NC1CCCCC1)c1ccncc1)c1ccco1 (stereo not drawn)
 : 1.3, i, ., -5.7, i, i, i, i, i, i, i
- O=C1/C(=C\c2ccc(-c3ccccc3[N+](=O)[O-])o2)C(c2ccccc2)=NN1c1ccccc1
 : -1.0, i, 7.5, 25.3, i, i, i, i, i, i, i
- Cn1cnc([N+](=O)[O-])c1SCC(O)CCl (stereo not drawn)
 : -0.1, i, -3.5, -12.1, i, i, i, i, i, i, i
- Cc1ccccc1OC(=O)C1C(c2ccccc2)C(C(=O)O)C1c1ccccc1 (stereo not drawn)
 : 0.4, i, -1.7, 1.2, i, i, i, i, i, i, i
- COc1ccc(CCNc2nc(N3CCCCC3)nc(N3CCCCC3)n2)cc1OC
 : -0.9, i, -0.1, 21.2, i, i, i, -8.36*, i, i, i
- CC1CC(C)CN(C(=O)c2cc(S(=O)(=O)N3CCCCC3)ccc2Cl)C1 (stereo not drawn)
 : 0.3, i, 5.8, -2.6, i, i, i, i, i, i, i
- O=C(NCc1ccc(Cl)cc1)c1cc2c(nc3sccn32)s1
 : -0.4, i, 0.1, 7.7, i, i, i, i, i, i, i
- O=C(Cc1ncc(C(F)(F)F)cc1Cl)NCCc1ccccc1
 : -0.4, i, 7.9, 0.5, i, i, i, i, i, i, i
- COc1cc(/C=C/c2ccc3cccc([N+](=O)[O-])c3n2)ccc1OCC#N
 : 0.2, i, 8.0, -7.1, i, i, i, i, i, i, i
- COc1ccc(CCCC(=O)Nc2cc(C)ccc2OC)cc1
 : 0.1, i, -4.5, 1.3, i, i, i, i, i, i, i
- S=C(Nc1ccccc1)N1CCCCC1
 : 0.0, i, -1.5, -3.6, i, i, i, i, i, i, i
- Cc1c(Cl)cccc1NC(=O)CSc1nnc(C)n1CC1CCCO1 (stereo not drawn)
 : -0.3, i, -2.8, -1.9, i, i, i, i, i, i, i
- COc1ccc(OC)c(N/C=C/C(=C(C#N)C#N)N(C)C)c1
 : 0.4, i, 10.4, -2.0, i, i, i, i, i, i, i
- COc1ccc(C(=O)Nn2c(SCC(=O)NCC3CCCO3)nc3ccccc3c2=O)cc1 (stereo not drawn)
 : -6.3, i, 33.4, 12.0, i, i, i, i, i, i, i
- N#Cc1ccc(NC(=O)COC(=O)C2=COCCO2)cc1
 : 0.0, i, 5.7, -0.4, i, i, i, i, i, i, i
- COCCNc1nc2nonc2nc1N1CCCC1c1nccs1 (stereo not drawn)
 : 0.1, i, 0.4, 6.7, i, i, i, i, i, i, i
- c1ccc(CSc2nnc(-c3ccco3)c(-c3ccco3)n2)cc1
 : 0.1, i, 4.5, -9.1, i, i, i, i, i, i, i
- COc1cc(C(C)=O)ccc1OCC(O)CN(CCO)Cc1ccccc1 (stereo not drawn)
 : 0.0, i, -3.9, 2.0, i, i, i, i, i, i, i
- COc1ccc2nc(NC(=O)CN(c3ccc(C)cc3)S(=O)(=O)c3c(C)nn(C)c3C)sc2c1
 : 0.3, i, -7.3, 25.7, i, i, i, i, i, i, i
- O=C(Cc1c(F)cccc1Cl)Nc1nc2ccccc2s1
 : 3.2, i, -8.4, 9.3, i, i, i, i, i, 21.4*, i
- Cc1ccc2c(c1)N(C(=O)CSc1nncn1C)C(C)(C)c1ssc(=S)c1-2
 : -0.4, i, 0.7, -1.5, i, i, i, -8.71*, i, i, i
- CN1CCCN(C(=O)c2cc(-c3ccc(Cl)c(Cl)c3Cl)nc3ccccc23)CC1
 : -2.7, i, 7.2, 7.2, i, i, i, i, 40.7*, i, i
- COc1ccc(/C=C/C(=O)OCC(=O)N2CC(=O)Nc3ccccc32)cc1S(=O)(=O)N1CCOCC1
 : 0.0, i, 1.2, 21.7, i, i, i, i, i, i, i
- COc1ccc(OC)c(NC(=O)NNC(=O)c2cc3occc3[nH]2)c1
 : -0.3, i, -0.5, -1.6, i, i, i, i, i, i, i
- COc1cc(/C=C2/C(=O)NN(c3ccccc3)C2=O)cc(Br)c1O
 : 0.0, i, 11.2, 0.9, 5.72*, i, i, i, 31.3*, i, i
- CCN1CCN(C(=O)Nc2cc(Cl)ccc2OC)CC1
 : -0.1, i, 4.1, -3.3, i, i, i, i, i, i, i
- O=C1/C(=C/c2ccccn2)SC(=S)N1c1cccc(O)c1
 : 0.4, i, 0.7, 2.9, i, i, i, i, i, i, i
- Cc1ccc(C2NNC(=O)C2NC(=O)c2ccccc2)cc1 (stereo not drawn)
 : 1.5, i, -56.6, -2.4, i, i, i, i, i, i, i
- CCOC(=O)C1(CCOc2ccccc2)CCN(Cc2cccn2-c2cccnc2)CC1
 : -0.8, i, -0.7, -5.8, i, i, i, i, i, i, i
- CC1CCCC(NC(=O)COC(=O)/C=C/c2ccc3c(c2)OCO3)C1C (stereo not drawn)
 : -0.9, i, -11.7, -10.9, i, i, i, i, i, i, i
- O=C(N/N=C/c1cccs1)c1ccc(-n2cccc2)cc1
 : 0.8, i, -2.3, -6.4, i, i, i, i, i, i, i
- CCCCNC(=O)Nc1c(C(=O)OC)[nH]c2ccc(C)cc12
 : 0.1, i, -8.0, -14.8, i, i, i, i, i, i, i
- CCOc1ccc(S(=O)(=O)Nc2cc(C)ccn2)c2ccccc12
 : 0.2, i, -3.3, 1.3, i, i, i, i, i, i, i
- Nc1nc(N)nc(-c2ccccn2)n1
 : -0.4, i, -2.4, -5.3, i, i, i, i, i, i, i
- CSc1ccc(-c2cc(=O)c3ccccc3o2)cc1
 : 3.5, i, 14.6, -14.8, i, i, i, i, i, i, i
- Cc1cccc(NC(=O)Cn2cccc2)c1
 : -0.1, i, -0.1, 0.1, i, i, i, i, i, i, i
- O=C1CC(Sc2ccc(Cl)cc2)C(=O)N1c1ccc2c(c1)OCCO2 (stereo not drawn)
 : -0.1, i, 1.4, -7.6, i, i, i, i, i, i, i
- Cc1nnc(SCC(=O)c2cc(C)n(-c3ccc4c(c3)OCO4)c2C)s1
 : 1.1, i, -9.1, -10.8, i, i, i, i, i, 16*, i
- CC(=O)N/C(=C\c1cccc([N+](=O)[O-])c1)C(=O)NC(C)C
 : -0.2, i, 0.1, -1.0, i, i, i, i, i, i, i
- COc1cc(C)nc(Oc2ccc(/C=N/O)cc2)n1
 : 0.0, i, -5.5, -11.7, i, i, i, i, i, i, i
- CC(=O)Oc1ccc(/C=C2/Oc3ccccc3C2=O)cc1
 : 4.6, i, 18.6, 18.3, i, i, i, i, i, i, i
- CCCCn1c(-c2ccc(OC)cc2)nc2c(=O)n(C)c(=O)[nH]c21
 : 0.8, i, 3.8, 8.0, i, i, i, i, i, i, i
- O=C(COc1ccc(S(=O)(=O)Nc2ccc(Cl)cc2)cc1)N1CCOCC1
 : -0.3, i, -0.2, -1.2, i, i, i, i, i, i, i
- O=C1c2ccccc2C(=O)N1CC1c2ccccc2CCN1S(=O)(=O)c1ccccc1 (stereo not drawn)
 : 0.2, i, 4.4, 2.7, i, i, i, i, i, i, i
- O=C(NC12CC3CC(CC(C3)C1)C2)N1CCN(c2nc(-c3ccccc3)cs2)CC1
 : -0.2, i, 2.8, 29.8, i, i, i, i, i, i, i
- CC(C)c1ccc2[nH]c(O)c(N=NC(=O)c3cccc(S(=O)(=O)Nc4ccccc4Cl)c3)c2c1
 : 0.2, i, 2.4, 20.9, i, i, i, i, i, i, i
